Bioassay records as filed in PubChem BioAssay.
GPR151 ag: activators of human GPR151. Q8TDV0. PathHunter beta-arrestin GPR151 cells, luminescence. activation, % at 11.2 µM. actives 1% (n = 650,000); in the data active means activation above about 4.9%;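 further: 0% = median of compound wells and 100% = cells with positive control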
Target sequence (Q8TDV0 whole entry, looked up): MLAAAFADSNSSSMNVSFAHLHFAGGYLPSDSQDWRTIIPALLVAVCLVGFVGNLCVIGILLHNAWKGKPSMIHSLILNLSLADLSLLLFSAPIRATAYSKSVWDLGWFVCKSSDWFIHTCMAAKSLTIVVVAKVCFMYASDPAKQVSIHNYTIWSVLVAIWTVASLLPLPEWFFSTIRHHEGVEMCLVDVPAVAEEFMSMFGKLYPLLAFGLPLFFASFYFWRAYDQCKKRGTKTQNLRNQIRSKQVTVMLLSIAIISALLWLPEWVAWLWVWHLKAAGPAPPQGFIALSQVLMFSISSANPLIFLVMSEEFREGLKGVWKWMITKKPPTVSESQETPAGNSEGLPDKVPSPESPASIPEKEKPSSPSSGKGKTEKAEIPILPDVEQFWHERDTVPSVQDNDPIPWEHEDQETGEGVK
MITF primary: human MITF inhibition, primary screen; AlphaScreen MITF homodimerization, bead proximity signal; inhibition, % at 2.6 µM; actives 0.91% (n = 650,000); AID 1259374; in the data active means inhibition above about 50%;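 further: 0% = vehicle wells with protein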
FBW7 act: activators of human E3 ligase FBW7. Q969H0. AlphaScreen FBW7–phospho-cyclin E peptide binding, activator screen. normalized activity (activation), % at 26.1 µM. actives 0.13% (n = 650,000). AID 1259310; in the data active means normalized activity above about 1.9%;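 further: purified mutant Fbw7 with reduced substrate affinity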
Target sequence (Q969H0 whole entry, looked up): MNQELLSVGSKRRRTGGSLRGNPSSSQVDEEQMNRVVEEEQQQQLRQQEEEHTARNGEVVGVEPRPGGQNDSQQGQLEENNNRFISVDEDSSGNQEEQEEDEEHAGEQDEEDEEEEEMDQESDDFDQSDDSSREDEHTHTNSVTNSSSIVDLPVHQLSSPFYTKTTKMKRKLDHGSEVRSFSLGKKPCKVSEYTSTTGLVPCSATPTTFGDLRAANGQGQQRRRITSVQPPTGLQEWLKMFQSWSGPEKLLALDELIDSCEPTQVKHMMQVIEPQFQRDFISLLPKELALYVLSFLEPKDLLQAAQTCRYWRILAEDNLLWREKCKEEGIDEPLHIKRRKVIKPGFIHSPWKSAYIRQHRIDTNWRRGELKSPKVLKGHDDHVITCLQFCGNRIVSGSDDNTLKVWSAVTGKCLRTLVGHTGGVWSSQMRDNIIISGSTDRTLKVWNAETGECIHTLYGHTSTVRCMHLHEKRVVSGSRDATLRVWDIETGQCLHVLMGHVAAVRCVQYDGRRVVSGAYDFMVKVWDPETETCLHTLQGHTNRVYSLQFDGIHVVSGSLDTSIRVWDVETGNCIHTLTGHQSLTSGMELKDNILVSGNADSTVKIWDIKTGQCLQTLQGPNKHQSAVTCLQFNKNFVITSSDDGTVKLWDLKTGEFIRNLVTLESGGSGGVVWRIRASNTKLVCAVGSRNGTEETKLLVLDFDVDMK
TEAD-YAP block: TEAD-YAP interaction inhibition; HEK-TIYL cells, TEAD-Gal4/YAP UAS-luciferase luminescence; actives 1.4% (n = 640,000); inhibition, % at 9.12 µM; in the data active means inhibition above about 32%;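 further: 0% = median of test compound wells and 100% = reference inhibitor wells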
Numbers without * were called inactive.

For N#CCn1cnc2c(cnn2-c2ccc(F)cc2)c1=O the results were GPR151 ag -1.1, MITF primary 6.5, FBW7 act 0.3 and TEAD-YAP block 4.5.
CCOC(=O)c1ccc(-n2c(SCC3OCCO3)nc3c(sc(=S)n3-c3cccc(OC)c3)c2=O)cc1 was read as GPR151 ag -0.9, MITF primary -2.2, FBW7 act -0.1 and TEAD-YAP block -5.4.
COC(=O)CNC(=O)c1sc2ncn(CC(=O)Nc3ccccc3OC)c(=O)c2c1C was read as GPR151 ag 0.1, MITF primary 17.4, FBW7 act -0.2 and TEAD-YAP block -2.2.
For CCCC(=O)N1c2cc(C)c(C)cc2/C(=C2/SC(C(=O)OCC)=C(c3ccccc3)S2)C(=S)C1(C)C the results were GPR151 ag 1.7, MITF primary -15.1, FBW7 act 0.0 and TEAD-YAP block -0.6.
CCOC(=O)C1=C(C)N(C)C(=O)NC1c1ccccc1I (centres undefined) was read as GPR151 ag -1.7, MITF primary 5.1, FBW7 act 0.1 and TEAD-YAP block 9.6.
`O=S(=O)(c1ccc(F)cc1)N1CCN(Cc2c[nH]c3ccccc23)CC1` gave GPR151 ag 0.8, MITF primary 31.7, FBW7 act 0.0 and TEAD-YAP block 0.3.
For Clc1ccc(-n2cc(-c3ccccc3)c3c(NCc4ccco4)ncnc32)cc1 the results were GPR151 ag -2.4, MITF primary 8.2, FBW7 act 0.3 and TEAD-YAP block 1.8.
Screening COc1ccc(NC(=O)Oc2ccccc2)cc1N1CCCCC1=O returned GPR151 ag -0.7, MITF primary 9.4, FBW7 act 0.5 and TEAD-YAP block 2.6.
O=C(O)c1cccc(NC(=O)c2ccc(NC(=O)c3cccs3)cc2)c1 was read as GPR151 ag 0.0, MITF primary -3.3, FBW7 act 0.1 and TEAD-YAP block 0.0.
O=C(CN1C(=O)[C@H]2CCCN2C(=O)c2ccccc21)Nc1ccc(F)cc1 was read as GPR151 ag 1.2, MITF primary 2.2, FBW7 act -0.1 and TEAD-YAP block 4.3.
For O=C1c2ccccc2-c2ncnc3c(S(=O)(=O)O)cc(O)c1c23 the results were GPR151 ag 2.1, MITF primary 3.0, FBW7 act -0.1 and TEAD-YAP block 3.7.
Screening O=C1CCCc2oc3c(Cl)cc(NS(=O)(=O)c4ccc5ccccc5c4)cc3c21 returned GPR151 ag 0.4, MITF primary 5.6, FBW7 act 0.4 and TEAD-YAP block 6.2.
CC(CC(=O)NCCc1ccc(F)cc1)c1ccccc1 (centres undefined) was read as GPR151 ag 0.2, MITF primary -13.7, FBW7 act 0.0 and TEAD-YAP block -24.0.
Screening O=C(CCc1ccccc1)OCC(=O)c1ccccc1 returned GPR151 ag 0.5, MITF primary -8.8, FBW7 act 0.2 and TEAD-YAP block -0.2.
`COc1ccccc1NC(=S)NNC(=O)c1ccc(O)cc1` gave GPR151 ag -1.4, MITF primary 14.3, FBW7 act 0.2 and TEAD-YAP block -36.8.
Screening O=C(Oc1c(Cl)cc(Cl)c2ccccc12)N1CCOCC1 returned GPR151 ag -1.4, MITF primary -6.1, FBW7 act -0.1 and TEAD-YAP block 8.4.
For COc1ccc(C(=O)C(C)OC(=O)c2cc(OC)cc(OC)c2)cc1 (centres undefined) the results were GPR151 ag 0.9, MITF primary -5.5, FBW7 act 0.0 and TEAD-YAP block 7.9.
Screening CCN=C1SC(CC(=O)Nc2ccc(C(F)(F)F)cc2)C(=O)N1CC (centres undefined) returned GPR151 ag 1.9, MITF primary 8.8, FBW7 act 0.1 and TEAD-YAP block 0.1.
For O=C(CSc1nc2ccsc2c(=O)n1CCc1ccccc1)c1ccc(Br)cc1 the results were GPR151 ag -0.2, MITF primary 7.8, FBW7 act 0.0 and TEAD-YAP block 3.0.
`COc1ccc(C2CC(=O)C3=C(C2)NC(C)=C(C(=O)OC2CCCCC2)C3c2ccc(F)cc2)cc1OC` (centres undefined) gave GPR151 ag -0.3, MITF primary -0.8, FBW7 act -0.1 and TEAD-YAP block 17.4.
CCOc1ccc(Br)cc1C=Nc1c(C)n(C)n(-c2ccccc2)c1=O was read as GPR151 ag -0.3, MITF primary -1.2, FBW7 act -0.2 and TEAD-YAP block 1.9.
For Cc1cccc(N(C)C(=O)c2cn(C)c(=O)c3ccccc23)c1 the results were GPR151 ag 0.6, MITF primary 14.4, FBW7 act 0.1 and TEAD-YAP block -5.8.
CCSc1nnc(-c2ccncc2)n1C was read as GPR151 ag -1.4, MITF primary 12.4, FBW7 act 1.2 and TEAD-YAP block 0.1.
`COC(=O)CC1C(=O)NCCN1Cc1c(C(=O)N2CCCCCCC2)nc2sccn12` (centres undefined) gave GPR151 ag 0.2, MITF primary 4.9, FBW7 act 0.3 and TEAD-YAP block 5.5.
Screening CCN(CC)C(=O)CSc1nc2cc3c(cc2c(=O)n1CCCCCC(=O)NCCc1ccc(OC)c(OC)c1)OCO3 returned GPR151 ag 0.1, MITF primary -4.3, FBW7 act -0.1 and TEAD-YAP block 4.2.
Screening N#CC1=C(N)Oc2c([nH]c(=O)[nH]c2=O)C1c1ccc([N+](=O)[O-])cc1 (centres undefined) returned GPR151 ag 3.3, MITF primary 12.7, FBW7 act -1.1 and TEAD-YAP block 5.0.
`COc1ccc([N+](=O)[O-])cc1NC(=O)c1cc(Br)ccc1Cl` gave GPR151 ag 1.5, MITF primary -12.2, FBW7 act 0.0 and TEAD-YAP block 7.8.
COc1cccc(CN2CCNC(=O)C2CC(=O)NCC2(N3CCOCC3)CCCC2)c1 (centres undefined) was read as GPR151 ag -1.4, MITF primary 0.7, FBW7 act -0.1 and TEAD-YAP block -3.1.
O=C(O)CCC(=O)N1N=C(c2ccc(Br)cc2)CC1c1cccs1 (centres undefined) was read as GPR151 ag 2.2, MITF primary 4.1, FBW7 act -0.1 and TEAD-YAP block 7.1.
`CC(=O)NCCc1ccc(S(=O)(=O)NCc2ccco2)cc1` gave GPR151 ag -0.2, MITF primary 5.7, FBW7 act -0.1 and TEAD-YAP block 10.3.
`COc1ccc(CCNc2nc(-c3ccc(OC)nc3)nc3c2ncn3-c2ccsc2)cc1` gave GPR151 ag -0.3, MITF primary -7.0, FBW7 act 0.0 and TEAD-YAP block 46.1*.
Screening COc1ccc(C)cc1C1=C/C(=C\c2ccco2)C(=O)O1 returned GPR151 ag -1.0, MITF primary 23.9, FBW7 act 0.1 and TEAD-YAP block 1.1.
Cn1c(NC(=O)c2ccccc2Cl)nc2ccccc21 was read as GPR151 ag -3.4, MITF primary -19.2, FBW7 act 0.0 and TEAD-YAP block -21.9.
`COc1ccc(Oc2nc3c(c(=O)n(C)c(=O)n3C)n2Cc2ccc(F)cc2)cc1` gave GPR151 ag 0.8, MITF primary 1.9, FBW7 act 0.1 and TEAD-YAP block 2.9.
`CCc1ccccc1NC(=O)Nc1c(C)n(C)n(-c2ccccc2)c1=O` gave GPR151 ag -1.3, MITF primary -6.8, FBW7 act 0.1 and TEAD-YAP block 3.0.
Screening Cc1cc(C)c(C(=O)CSc2n[nH]c(N)n2)c(C)c1 returned GPR151 ag 0.8, MITF primary -3.6, FBW7 act -0.1 and TEAD-YAP block 4.6.
CCCCCCCC(=O)CC[C@@H]1[C@@H](C/C=C\CCCC(=O)OC(C)C)[C@@H](O)C[C@H]1O was read as GPR151 ag 2.7 and MITF primary -0.4.
Screening CC1CN(S(=O)(=O)c2ccc(C(=O)NNC(=O)c3ccc(S(=O)(=O)N(C)C)cc3)cc2)CC(C)O1 (centres undefined) returned GPR151 ag 0.7, MITF primary 0.1, FBW7 act -0.1 and TEAD-YAP block 4.1.
Screening CCN1CC=C2C(C#N)=C(N)C(C#N)(C#N)C(c3ccc(F)cc3)C2C1 (centres undefined) returned GPR151 ag -1.1, MITF primary 20.9, FBW7 act 0.9 and TEAD-YAP block -4.0.
Screening CCCOC(=O)c1ccc(NC(=O)Nc2ccc(Cl)cc2)cc1 returned GPR151 ag 1.1, MITF primary -0.6, FBW7 act -0.1 and TEAD-YAP block 3.1.
Screening COc1ccc(S(=O)(=O)N2CCCOC2CNC(=O)C(=O)NCC(C)C)cc1OC (centres undefined) returned GPR151 ag -0.2, MITF primary -3.9, FBW7 act -0.1 and TEAD-YAP block -0.6.
COc1ccccc1NS(=O)(=O)c1cc(C(=O)Nc2ccccc2C)ccc1C was read as GPR151 ag -0.6, MITF primary 16.6, FBW7 act 0.0 and TEAD-YAP block -4.6.
Screening CCN(CC)S(=O)(=O)c1cccc(-c2n[nH]c(=S)n2C(C)COC)c1 (centres undefined) returned GPR151 ag 0.2, MITF primary -5.5, FBW7 act 0.0 and TEAD-YAP block -0.5.
COC(=O)c1ccc(C(=O)OC)c(NC(=O)c2cccc(NC(=O)C(C)C)c2)c1 was read as GPR151 ag -1.4, MITF primary 1.3, FBW7 act 0.1 and TEAD-YAP block 4.5.
`CC(C)=CC(=O)Nc1ccc([N+](=O)[O-])cc1` gave GPR151 ag 4.4, MITF primary 6.3, FBW7 act 0.1 and TEAD-YAP block -59.6.
Cc1cccc(-n2ncc3c(NCCC4=CCCCC4)ncnc32)c1 was read as GPR151 ag 0.7, MITF primary 16.9, FBW7 act 0.3 and TEAD-YAP block -12.6.
`COc1ccc(/C=c2\sc3nc4ccccc4n3c2=O)cc1OC(C)=O` gave GPR151 ag -0.8, MITF primary 2.1, FBW7 act -0.1 and TEAD-YAP block -2.9.
Cc1c(-n2cc(C(=O)O)c(=O)c3cc(F)c(N4CCCC(O)C4)c(F)c32)c(=O)n(-c2ccccc2)n1C (centres undefined) was read as GPR151 ag -1.5, MITF primary 0.9, FBW7 act 0.1 and TEAD-YAP block -2.0.
For Cc1ccc(NC(=O)CNCCN2CCOCC2)cc1Br the results were GPR151 ag 0.5, MITF primary -19.3, FBW7 act -0.3 and TEAD-YAP block 4.9.
For CS(=O)(=O)N(CC(=O)Nc1ccc(S(=O)(=O)N2CCCCC2)cc1)c1cc(C(F)(F)F)ccc1Cl the results were GPR151 ag 2.4, MITF primary 5.3, FBW7 act 0.3 and TEAD-YAP block -30.5.
`C#CCn1cnc2c(nnn2-c2cccc(C)c2)c1=O` gave GPR151 ag -1.4, MITF primary -2.2, FBW7 act 0.0 and TEAD-YAP block -10.9.
Screening CCc1c(C)nc2cc(-c3cccs3)nn2c1N1CCN(C)CC1 returned GPR151 ag 0.4, MITF primary 12.8, FBW7 act -0.1 and TEAD-YAP block -18.9.
For NC(=O)c1c(NC(=O)c2nc3ccccc3s2)sc2c1CCCCC2 the results were GPR151 ag -1.8, MITF primary 14.9, FBW7 act 0.4 and TEAD-YAP block 61.5*.
For CC(C)Cn1c(CN2CCCCC2)nc2c1c(=O)n(C)c(=O)n2C the results were GPR151 ag 0.9, MITF primary 0.1, FBW7 act -0.1 and TEAD-YAP block -2.5.
`CC1=C(C#N)C(c2ccccc2OCc2ccccc2)C2=C(CCCC2=O)N1` (centres undefined) gave GPR151 ag -0.3, MITF primary -7.4, FBW7 act 0.0 and TEAD-YAP block 5.5.
COc1ccc(OCCCC(=O)NCC(C)C)cc1 was read as GPR151 ag 3.0, MITF primary -11.1, FBW7 act 0.1 and TEAD-YAP block 1.1.
For COc1ccc(Nc2nc(Nc3ccc(OC)cc3)nc(Sc3nccn3C)n2)cc1 the results were GPR151 ag 0.2, MITF primary -9.0, FBW7 act -0.1 and TEAD-YAP block 5.3.
For COc1ccccc1N1C(=O)c2cc(Cl)c(Cl)cc2C1=O the results were GPR151 ag 0.2, MITF primary -6.4, FBW7 act 0.0 and TEAD-YAP block 4.3.
For O=C(/C=C/c1ccco1)NC(=S)NCc1cccnc1 the results were GPR151 ag -0.1, MITF primary 27.9, FBW7 act 0.8 and TEAD-YAP block 47.4*.
For CCCn1c(SCc2nc(-c3ccc(OC)cc3)no2)nnc1-c1ccncc1 the results were GPR151 ag 1.0, MITF primary -8.4, FBW7 act 0.0 and TEAD-YAP block 7.3.
Cc1cc(OCC(=O)N2CCc3ccccc32)cc(C)c1Cl was read as GPR151 ag 0.2, MITF primary 10.8, FBW7 act 0.5 and TEAD-YAP block 10.8.
Screening CCOC(=O)c1c(C)[nH]c(C)c1C(=O)CSc1n[nH]c(-c2ccc(C)cc2)n1 returned GPR151 ag 0.3, MITF primary -1.1, FBW7 act 0.0 and TEAD-YAP block -1.9.

In the list so far, seven contain a thiophene ring, fused or not.
COC(=O)CNC(=O)c1sc2ncn(CC(=O)Nc3ccccc3OC)c(=O)c2c1C was read as GPR151 ag 0.1, MITF primary 17.4, FBW7 act -0.2 and TEAD-YAP block -2.2.
O=C(O)c1cccc(NC(=O)c2ccc(NC(=O)c3cccs3)cc2)c1 was read as GPR151 ag 0.0, MITF primary -3.3, FBW7 act 0.1 and TEAD-YAP block 0.0.
For O=C(CSc1nc2ccsc2c(=O)n1CCc1ccccc1)c1ccc(Br)cc1 the results were GPR151 ag -0.2, MITF primary 7.8, FBW7 act 0.0 and TEAD-YAP block 3.0.
O=C(O)CCC(=O)N1N=C(c2ccc(Br)cc2)CC1c1cccs1 (centres undefined) was read as GPR151 ag 2.2, MITF primary 4.1, FBW7 act -0.1 and TEAD-YAP block 7.1.
`COc1ccc(CCNc2nc(-c3ccc(OC)nc3)nc3c2ncn3-c2ccsc2)cc1` gave GPR151 ag -0.3, MITF primary -7.0, FBW7 act 0.0 and TEAD-YAP block 46.1*.
Screening CCc1c(C)nc2cc(-c3cccs3)nn2c1N1CCN(C)CC1 returned GPR151 ag 0.4, MITF primary 12.8, FBW7 act -0.1 and TEAD-YAP block -18.9.
For NC(=O)c1c(NC(=O)c2nc3ccccc3s2)sc2c1CCCCC2 the results were GPR151 ag -1.8, MITF primary 14.9, FBW7 act 0.4 and TEAD-YAP block 61.5*.

2 compounds drawn at random from the list so far, as already listed:
O=C(CN1C(=O)[C@H]2CCCN2C(=O)c2ccccc21)Nc1ccc(F)cc1 was read as GPR151 ag 1.2, MITF primary 2.2, FBW7 act -0.1 and TEAD-YAP block 4.3.
Cc1c(-n2cc(C(=O)O)c(=O)c3cc(F)c(N4CCCC(O)C4)c(F)c32)c(=O)n(-c2ccccc2)n1C (centres undefined) was read as GPR151 ag -1.5, MITF primary 0.9, FBW7 act 0.1 and TEAD-YAP block -2.0.
